EPAC2 antag: antagonists of human EPAC2 | Q8WZA2 | EPAC2 GEF exchange of Rap1B-BODIPY-GDP, fluorescence | Potency, µM (highest dose often 114 µM), for the others: at the highest dose activity, negative = inhibition, hits mostly inhibitors | 360,000 tested, 0.18% active; note: potency is the fitted concentration of half-maximal effect; % is set by controls: 0 for no effect and ±100 for the full control effect; nearly all actives have a fitted effect of over 45% in size; many of its hits are not listed in these tables
Target sequence (Q8WZA2 whole entry, looked up): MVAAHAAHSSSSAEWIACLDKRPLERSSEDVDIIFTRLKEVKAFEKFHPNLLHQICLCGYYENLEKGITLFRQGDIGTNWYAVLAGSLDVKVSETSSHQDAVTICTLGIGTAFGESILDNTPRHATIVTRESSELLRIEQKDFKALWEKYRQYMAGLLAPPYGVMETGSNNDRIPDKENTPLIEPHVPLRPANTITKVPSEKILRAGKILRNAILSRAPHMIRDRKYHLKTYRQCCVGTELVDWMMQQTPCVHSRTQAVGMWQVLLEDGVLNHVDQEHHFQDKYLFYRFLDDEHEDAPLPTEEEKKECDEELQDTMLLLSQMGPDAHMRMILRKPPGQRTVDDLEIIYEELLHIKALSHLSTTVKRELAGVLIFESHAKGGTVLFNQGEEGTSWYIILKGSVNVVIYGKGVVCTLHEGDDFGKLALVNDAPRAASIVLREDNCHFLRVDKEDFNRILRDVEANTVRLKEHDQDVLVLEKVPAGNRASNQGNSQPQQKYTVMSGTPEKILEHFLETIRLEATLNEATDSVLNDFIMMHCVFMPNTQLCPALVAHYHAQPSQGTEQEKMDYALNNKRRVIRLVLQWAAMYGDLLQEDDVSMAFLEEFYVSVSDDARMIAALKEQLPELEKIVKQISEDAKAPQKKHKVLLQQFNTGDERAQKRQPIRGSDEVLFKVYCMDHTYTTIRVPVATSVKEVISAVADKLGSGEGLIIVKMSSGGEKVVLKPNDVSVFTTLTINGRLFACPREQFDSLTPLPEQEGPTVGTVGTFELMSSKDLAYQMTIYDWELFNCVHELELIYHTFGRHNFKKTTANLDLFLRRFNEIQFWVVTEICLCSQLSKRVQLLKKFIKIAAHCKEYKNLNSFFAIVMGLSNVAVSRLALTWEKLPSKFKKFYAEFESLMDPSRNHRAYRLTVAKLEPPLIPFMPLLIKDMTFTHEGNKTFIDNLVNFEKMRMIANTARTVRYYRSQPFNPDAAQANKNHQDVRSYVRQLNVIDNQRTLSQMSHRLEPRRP
Mm-Cpn inhibitor: inhibitors of Methanococcus maripaludis chaperonin (MmCpn). Potency, µM (highest dose often 76.9 µM), inactives show top-dose activity, negative = inhibition, hits mostly inhibitors. 330,000 tested, 0.031% active. purified Mm-Cpn ATPase, ADP Transcreener TR-FRET; note: potency is the fitted concentration of half-maximal effect; % is set by controls: 0 for no effect and ±100 for the full control effect; nearly all actives have a fitted effect of over 80% in size
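ATPase turnover read by TR-FRET ADP competition (Eu cryptate antibody/ADP-d2, 665/590 nm): 10uM ATP final, 25nM Mm-CPN final, 30 min 37degC after 10-min compound preincubation, pH 7.4 Tris/KCl/MgCl2/DTT buffer.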
PTHR1 agonist: PTHR1 (human) receptor agonism | HEK293 GP2 PTHR1 cells, GloSensor cAMP luminescence, 1 h | Potency, µM (titrated, usually from 115 µM), for the others: top-dose activation, actives largely listed as activators | 410,000 tested, 0.075% active | AID 743266; note: potency is the fitted concentration of half-maximal effect; nearly all actives have a fitted effect of over 55% in size; some results filed as inactive show a strong effect at the top dose; inactives centre near -15; many of its hits are not listed in these tables
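HEK-293-derived GP2 cells expressing PTHR1 and a GloSensor cAMP reporter, 3,000/well, plated overnight, given luciferin plus IBMX (each 0.5 mM as added) for 1 h at 37 °C, then compound for 1 h at 37 °C. Luminescence was read after 15 min at room temperature.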
EPAC2 agonist: activates human EPAC2 exchange factor | Q8WZA2 | EPAC2 activation, biochemical qHTS; response scale: 100% = 6.5 mM cAMP response | 360,000 tested, 0.079% active | Potency, µM (series often up to 154 µM), for inactives: at the highest dose activation, hits mostly activators; note: potency is the fitted concentration of half-maximal effect; nearly all actives have a fitted effect of over 50% in size
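Fluorescence exchange assay: 100 nM EPAC2 with 250 nM RAP1B-BODIPY-GDP and 50 uM GDP; compounds tested as a concentration-titration series (qHTS). Loss of Rap1-bound BODIPY-GDP fluorescence read at 480/540 nm; data normalized to 6.5 mM cAMP.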
Akt phos inh: blocks phosphorylation of Akt | AID 651550 | Neuro2A IGF-stimulated pAkt S473 HTRF, 20 min; hits give low values | 360,000 tested, 0.32% active | activity change, % for hits at 50 µM; in the data active = activity change below about -80%; inconclusive = mostly about -51% to -80%; note: % is set by controls: 0 for no effect and ±100 for the full control effect
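Single-point screen (50 µM final compound) in Neuro2A cells stimulated 20 min with 6 nM IGF at 37 deg C. After lysis, Ser473-phosphorylated Akt read by HTRF (ex 330 nm, em 615/665 nm) as the 665/615 ratio.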
CCT chaperon mod: modulators of cytosolic chaperonin (CCT/TRiC) activity; purified chaperonin ATPase assay, HTRF ADP detection, 30 min; activity change, % (no concentration beside the values), hits read low; 360,000 tested, 0.3% active; AID 651819; in the data active = activity change below about -30%; note: % is set by controls: 0 for no effect and ±100 for the full control effect
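First, chaperonin was dispensed at 40 nM or 20 nM final depending on batch activity. Next, compounds were pinned at 76 uM and ATP added at 10 uM. After 30 min at 37 °C, ADP detection reagents ran 30 min at ambient temperature.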
D3 antag: D3 dopamine receptor (human) antagonism. P35462. D3R cells, DiscoveRx beta-arrestin luminescence, antagonist mode; hits give low values. max response, negative = inhibition, %. 360,000 tested, 2.5% active; in the data active = max response below about -50%; inconclusive = no clear call, values can overlap the other calls; note: % is set by controls: 0 for no effect and ±100 for the full control effect; mostly tested at two doses, the higher about 12 µM
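Cells expressing the human receptor were seeded at 1500 cells/well, incubated overnight at 37 degrees C in 5% CO2, then exposed to library compounds with dopamine controls for 90 minutes at 37 degrees C before luminescent detection.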
DRD3 agonist: activates the human D3 dopamine receptor; AID 652048; 410,000 tested, 0.58% active; P35462; D3R DiscoveRx beta-arrestin cells, luminescence, 90 min; max activation, %; in the data active = max activation above about 30%; note: 0% is about no effect; mostly tested at two doses, the higher about 12 µM
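Cells at 1500/well, incubated overnight, then treated with pinned compounds (dopamine as control) for 90 min at 37 degrees C. DiscoveRx reagent added for 30 - 60 minutes at room temperature; luminescence read.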
Numbers without * were called inactive; i = inactive; ? = inconclusive; nt = not tested or not shown; & = joins results of further samples; [ ] = another dose, or the depositor's remark. Unless noted, calls come from the whole dose curve; as a rule, active = well fitted curve in the direction sought with a large enough effect; inconclusive = small, poorly fitted or top-dose-only effect, or another doubt; inactive = no such curve, though single readings can be large; an effect the other way counts as inactive or inconclusive.

SMILES	EPAC2 antag	Mm-Cpn inhibitor	PTHR1 agonist	EPAC2 agonist	Akt phos inh	CCT chaperon mod	D3 antag	DRD3 agonist
O=C1C[C@H](NC(=O)OCc2ccccc2)CO1	-13%	-1%	i	3%	i	0.8	3	1
COc1ccc(NS(=O)(=O)c2cccc3cccnc23)cc1	-5%	3%	24%	5%	i	-0.2	0	-7
CC1(C)CC(=O)C2=C(C1)Nc1cc3c(cc1C2c1ccc2c(c1)OCO2)OCO3 (configuration not stated)	-18%	-3%	-18%	8%	i	-0.8	-13	-4
O=C(O)c1ccc2c(c1)nnn2C1CCCCC1	8%	0%	i	-1%	i	-1.2	-9	-6
COC(=O)CSc1nc(NC#N)nc(NC(C)(C)C)n1	-14%	2%	-5%	7%	i	-0.7	-3	4
CC1(C(=O)NS(=O)(=O)C2CC2)CCCN(C(=O)C2(c3ccc(Cl)cc3)CCCC2)C1 (configuration not stated)	-4%	nt	i	8%	i	-0.1	2	4
Oc1ccc(N=Cc2c(O)ccc3ccccc23)cc1	9%	?	i	19%	i	-0.1	-13	1
COc1cc(/C=C/C(=O)O)ccc1OS(=O)(=O)c1c(C)cc(C)cc1C	?	0%	-1%	1%	i	0.2	-4	-7
CCN1CCCC1CNC(=O)c1ccc2c(c1)NC(=O)/C(=C\c1ccc(OC)c(OC)c1)S2 (configuration not stated)	-10%	-5%	-15%	2%	i	0.1	-22	-18
O=C(CSc1n[nH]c(-c2cccs2)n1)N1CCCc2ccccc21	-1%	-3%	-17%	4%	i	-3.6	-13	-15
CCc1nc2nc(C)cc(C)n2c1Nc1ccc(OC)cc1	0%	nt	-4%	8%	i	-2.0	109	19
Cn1c2nc(=O)n(-c3ccccc3)c(=O)c-2nc2c1CCCC2	38%[activator]	nt	-3%	12%	i	0.0	?	-5
O=C(O)c1ccc(S(=O)(=O)N2CCc3ccccc3C2)cc1	-4%	1%	-39%[inhibitor]	7%	i	-2.3	0	0
CC(C)(C)c1cccc(P(=O)(c2ccccc2)c2ccccc2)c1O	-5%	0%	-12%	-11%	i	0.3	15	-1
Cc1ccnc(NC(=O)COC(=O)C23CC4CC(CC(C4)C2)C3)n1	-4%	-3%	-28%	0%	i	-0.9	2	1
CCc1ccc(-n2c(SCC(=O)Nc3cc(C)[nH]n3)nc3[nH]ncc3c2=O)cc1	4%	1%	-23%[57.5 µM]	9%	i	0.2	77	1
CN(CC(=O)Nc1cccc(F)c1)C(=O)c1ccccc1OCC(=O)Nc1cccc(C(F)(F)F)c1	-8%	-1%	-13%	-3%	i	-1.2	-8	-4
NC(=O)COC(=O)c1cccc2c1-c1ccccc1C2=O	-1%	1%	i	-7%	i	-1.5	1	5
CCOc1ccc(/C=N/OCC(=O)Nc2cc(S(=O)(=O)N3CCOCC3)ccc2OC)cc1	-3%	nt	i	11%	i	-84*	-14	-4
CN(C(=O)COC(=O)c1cc2c(s1)CCCCC2)C1CCS(=O)(=O)C1 (configuration not stated)	-3%	?	i	-1%	i	-2.0	5	6
CCCC(c1nnnn1CCC(C)C)N1CCC(C(N)=O)CC1 (configuration not stated)	-4%	-1%	i	6%	i	-1.1	0	3
Cc1c(C)c2ccc(OC(C)C(=O)N3CC[C@@]4(O)CCCC[C@H]4C3)c(C)c2oc1=O (some centres not stated)	-7%	-8%	-9%	3%	i	-0.6	0	-1
COc1ccc(-c2cc3ccccc3nc2N)cc1OC	0%	-2%	-32%[inhibitor]	2%	i	1.1	12	4
CCOc1ccc(C(=O)Nc2ccc(-c3nc4ccccc4[nH]3)cc2)cc1[N+](=O)[O-]	21%	1%	i	-2%	i	-0.8	5	-1
Cc1ccc(S(=O)(=O)NCC(=O)N(CC2CCCO2)C(C(=O)NC2CCCC2)C(C)C)cc1 (configuration not stated)	0%	-3%	-48%[inhibitor]	13%	i	0.1	0	11
COc1ccc(CC(=O)OCN2C(=O)c3ccccc3C2=O)cc1	-2%	2%	-8%	-10%	i	3.7	-18	4
COC(=O)/C=C/c1sc2nc(C)cc(C)c2c1N=CN(C)C	7%	1%	i	5%	i	-5.4	1	6
COc1cc(CNCCO)ccc1OC1CCCC1	12%	2%	i	11%	i	0.7	4	-5
CC(C)(C)C1CCC(C(=O)Nc2cccnc2)CC1 (configuration not stated)	-5%	-2%	-19%	-5%	i	0.8	28	6
CCOC(=O)c1cc(C)n(-c2ccccc2)c1C	-17%	2%	i	10%	i	-1.0	-10	-12

Among those listed so far, these have a halogen:
SMILES	EPAC2 antag	Mm-Cpn inhibitor	PTHR1 agonist	EPAC2 agonist	Akt phos inh	CCT chaperon mod	D3 antag	DRD3 agonist
CC1(C(=O)NS(=O)(=O)C2CC2)CCCN(C(=O)C2(c3ccc(Cl)cc3)CCCC2)C1 (configuration not stated)	-4%	nt	i	8%	i	-0.1	2	4
CN(CC(=O)Nc1cccc(F)c1)C(=O)c1ccccc1OCC(=O)Nc1cccc(C(F)(F)F)c1	-8%	-1%	-13%	-3%	i	-1.2	-8	-4

Next part.
Order of values – EPAC2 antag | Mm-Cpn inhibitor | PTHR1 agonist | EPAC2 agonist | Akt phos inh | CCT chaperon mod | D3 antag | DRD3 agonist
- CCC(COC)NCc1cn(-c2ccc(OC)cc2)nc1-c1cccc(F)c1 (configuration not stated)
 : -5% | 2% | ? | 3% | i | -1.9 | -5 | 4
- O=C(CSc1ccc(Cl)cc1)Nc1ccccc1N1CCN(C(=O)c2ccccc2)CC1
 : -2%[57.1 µM] | 1% | -28%[57.5 µM] | 6% | i | -6.4 | 15 | -8
- Cc1cccc(C)c1OCC(=O)N(Cc1ccco1)C1CCS(=O)(=O)C1 (configuration not stated)
 : -3% | -2% | -20% | 5% | i | -1.1 | -16 | -6
- O=C(OCc1ccc(COC(=O)c2ccccn2)cc1)c1ccccn1
 : 4% | 1% | -9%[57.5 µM] | 3% | i | -1.0 | 19 | 4
- COc1ccc2[nH]cc(CCNS(=O)(=O)c3ccc(NC(C)=O)cc3)c2c1
 : 4% | 1% | i | 6% | i | -1.3 | -14 | 5
- O=C(Cc1ccc(Cl)cc1)Nc1ccc(NC(=O)c2ccccc2)cc1
 : -2% | 0% | 19% | 10% | i | -4.8 | -21 | -6
- Clc1ccc2nc(-c3ccc(Cl)nc3)[nH]c2c1
 : -14% | 0% | -75%[inhibitor] | 13% | i | 1.3 | 7 | -1
- CN1CCN(C2=Nc3ccccc3Oc3ccc(Cl)cc32)CC1
 : 1% | -1%[15.4 µM] | -12% | 2% | i | -0.5 | -110* | -79&-20
- CCc1nnc(NC(=O)CCC(=O)NCc2ccc(OC)cc2)s1
 : 16% | -1% | i | 11% | i | 1.9 | 15 | 6
- Cc1ccc(NC(=O)C2(C)CCCN2C)cc1C (configuration not stated)
 : 11% | nt | -6% | -5% | i | 0.9 | -14 | -5
- CCCCCCCCN1C(=O)[C@H](CC(=O)NCc2cccs2)C[C@@]2(C(=O)OCC)CCCC=C12
 : ? | nt | -70%[inhibitor] | -6% | i | 0.0 | 21 | 7
- O=C(Nc1nc2c(cc3c4c(cccc42)CC3)s1)c1ccccc1Cl
 : 7% | -19% | i | -1% | i | -0.3 | -10 | -1
- O=C(O)CC1(CC(=O)Nc2ccc3ccccc3n2)CCCCC1
 : 0% | 1% | -1% | 2% | i | -0.6 | 1 | 3
- O=[N+]([O-])c1ccc(CSc2nnc(-c3cccnc3)o2)cc1
 : 2% | 1% | i | -9% | i | 1.5 | 3 | -3
- CCCCc1ccc(-n2c(Cc3cccs3)n[nH]c2=S)cc1
 : ? | 0% | -4% | -2% | i | -0.5 | -25 | -11

Overlap with the part before: two compounds, then new ones.
Order of values – EPAC2 antag | Mm-Cpn inhibitor | PTHR1 agonist | EPAC2 agonist | Akt phos inh | CCT chaperon mod | D3 antag | DRD3 agonist
- O=[N+]([O-])c1ccc(CSc2nnc(-c3cccnc3)o2)cc1
 : 2% | 1% | i | -9% | i | 1.5 | 3 | -3
- CCCCc1ccc(-n2c(Cc3cccs3)n[nH]c2=S)cc1
 : ? | 0% | -4% | -2% | i | -0.5 | -25 | -11
- Cc1cc(C)cc(NC(=O)NN2C(C)CCCC2C)c1 (configuration not stated)
 : -13% | 1% | -30% | 9% | i | -2.7 | 6 | 10
- O=C1Nc2ccccc2C1=NN1CCCCCC1
 : -6% | nt | -17% | 0% | i | -2.3 | 20 | -13
- O=S(=O)(c1ccc(C(F)(F)F)cc1)N1CCN(CCOc2ccccc2)CC1
 : -19% | -1% | i | 4% | i | -0.1 | -16 | -2
- NC(=O)C1CCN(C(=O)COc2ccc3ccc(=O)oc3c2)CC1
 : -5% | -3% | i | -1% | i | 0.2 | 0 | -8
- CCCn1nc(C(=O)NNC(=O)c2ccc(C)c(C)c2)c2ccccc2c1=O
 : 12% | 1% | i | 0% | i | -1.9 | 3 | 4
- CC(=O)N1CCc2cc(S(=O)(=O)CCC(=O)NCc3ccc(Cl)cc3)ccc21
 : 1% | -4% | -39%&-84%[inhibitor] | 0% | i | -2.8 | 10 | 7&-1
- CC(C)c1nnc(NC(=O)CCC(=O)NC2CCCCCC2)s1
 : 2% | 1% | -9% | 3% | i | -1.4 | -1 | 4
- COC(=O)c1ccc(CSc2nnc(CNC(=O)COc3ccc(Cl)cc3)o2)o1
 : 11% | 0% | -59% | 1% | i | 1.0 | -2 | 0
- CC(C)(C)OC(=O)N1CCC(NC(=O)c2ncn(Cc3ccccc3)c2C(=O)NC2CCN(C(=O)OC(C)(C)C)CC2)CC1
 : -13% | -2% | i | -6% | i | -1.0 | 2 | 7
- CC(C)[C@H](NC(=O)NC1CCN(Cc2ccccc2)CC1)C(=O)O
 : -4% | -4% | i | 6% | i | -2.0 | 9 | 8
- C=CCc1ccc(OCCCN2CCCC(C)C2)c(OC)c1 (configuration not stated)
 : 3% | 1% | i | -2% | i | -5.4 | -79* | -9
- C=CCn1c(=O)c2ccccc2n2c(SCC(=O)c3ccccc3)nnc12
 : 2% | -2% | i | 0% | i | -1.8 | 11 | 2

A portion of the library. The share of hits here may be higher or lower than overall.
